From PubChem
NCI-60 one-dose screen, 48 h, at 10 µM unless noted. Numbers give growth in % (100 = growth as untreated, 0 = no growth, -100 = all killed).
OVCAR-8 = OVCAR-8 ovarian cancer | hit rate 4.4% among 81,000 | AID 1794782
RXF 393 = RXF 393 renal cancer cells; hit rate 6.9% among 77,000; AID 1794773
OVCAR-4 = OVCAR-4 ovarian cancer cells; hit rate 3.7% among 80,000
OVCAR-5 = OVCAR-5 ovarian cancer | hit rate 2.9% among 82,000
A498 = A498 renal cancer cells. hit rate 5.4% among 76,000. AID 1794774
CAKI-1 = CAKI-1 renal cancer | hit rate 4.7% among 75,000
ACHN = ACHN renal cancer. AID 1794771. hit rate 4.9% among 81,000
OVCAR-3 = OVCAR-3 ovarian cancer; hit rate 7% among 79,000
Active calls of the source: *; nt = not tested or not shown; & = joins results of further samples. How the source made its calls: active means growth percent below 10; inactive means the rest. An unsorted share of the library. Share with any hit: about 10%.

no.	canonical_smiles	OVCAR-8	RXF 393	OVCAR-4	OVCAR-5
1	O=C(O)c1cccc2nc3c(C(=O)O)cccc3nc12	93.4	115.9	99.3	102.1
2	O=C1/C(=C/N2N=C(c3ccc(Cl)cc3)CC2c2ccccc2O)SC(=S)N1c1cccc(C(F)(F)F)c1 (stereo not drawn)	59.7	67.4	37.0	82.3
3	O=C(CN1CCNCC1)Nc1ccc2oc(=O)ccc2c1	100.9	109.8	100.5	114.7
4	Cc1ccccc1C(=O)NNC(=O)c1n[nH]c(=O)c2ccccc12	99.1	84.6	105.1	95.8
5	Clc1ccc(/C=N\N2CCCCCC2)cc1Cl	114.9	96.0	nt	93.4
6	CCCC(C)(C#N)c1ccc(OC)cc1 (stereo not drawn)	101.4	104.2	104.2	100.2
7	Cc1ccccc1C(=O)Oc1ccc(Br)cc1	96.5	117.8	108.3	101.4
8	Nc1cccc(-c2ccc(COc3ccc(CC4SC(=O)NC4=O)cc3)cc2)c1 (stereo not drawn)	70.1	77.7	56.4	92.2

no.	A498	CAKI-1	ACHN	OVCAR-3
1	109.0	92.0	99.9	108.2
2	65.8	55.5	55.3	54.6
3	98.4	nt	105.5	113.8
4	101.1	113.1	108.4	118.8
5	nt	90.4	93.3	104.5
6	90.0	106.9	101.8	114.7
7	98.5	94.0	107.3	109.3
8	110.3	47.3	62.6	49.9

The results go on:
no.	canonical_smiles	OVCAR-8	RXF 393	OVCAR-4	OVCAR-5
9	FC(F)(F)c1cc(-c2ncc(-c3cc(C(F)(F)F)cc(C(F)(F)F)c3)c(NC3CCCCCC3)n2)cc(C(F)(F)F)c1	101.4	83.6	114.8	109.4
10	CC(=O)OCC1OC(n2cnc3c(=S)nc[nH]c32)C(OC(C)=O)C1OC(C)=O (stereo not drawn)	105.4&97.7	119.6	107.1&87.2	107.8&93.8
11	N#Cc1c(NC(=O)c2cccc(Br)c2)sc2c1CCCC2	81.9	96.8	75.1	90.5
12	CC(C)(NC(=O)O[C@H]1CCNC1)c1csc(-c2ccc(F)c(O)c2)n1	98.5	101.7	104.9	92.7
13	C=C(C)[C@@H]1CC[C@]2(C(=O)N3CCOCC3)CC[C@]3(C)[C@H](CC[C@@H]4[C@@]5(C)C/C(=C/c6ccncc6)C(=O)C(C)(C)[C@@H]5CC[C@]43C)[C@@H]12	55.6	52.3	49.4	93.3
14	COc1cc(F)c(/C=C/c2cc(/C=C/c3cc(OC)c(OC)cc3F)n(-c3ccccc3)n2)cc1OC	96.4	100.8	100.8	110.5
15	Cc1cc2nc3c(=O)[nH]c(=O)nc-3n(CC(O)C(O)C(O)C(O)CO)c2cc1C (stereo not drawn)	101.2	115.6	103.4	94.4
16	CC(O)CCNC(c1ccccc1)C(O)c1ccccc1 (stereo not drawn)	104.4	114.8	106.8	108.8

no.	A498	CAKI-1	ACHN	OVCAR-3
9	121.6	87.0	109.1	123.1
10	122.0&126.2	99.9	112.4&100.2	112.9&89.2
11	nt	73.0	75.6	95.0
12	88.2	95.1	101.0	103.4
13	68.9	56.8	58.4	52.4
14	nt	101.8	92.7	98.8
15	nt	100.7	107.1	110.9
16	103.0	104.4	108.8	131.7

Other results follow:
no.	canonical_smiles	OVCAR-8	RXF 393	OVCAR-4	OVCAR-5
17	CCOC(=O)c1cnn(CC(O)CC)c1NC(=O)NCc1ccccc1C(F)(F)F (stereo not drawn)	101.9	118.7	106.1	103.3
18	COc1ccc(/C=N\NC(=O)c2ccncc2)cc1O	98.5	nt	87.8	110.1
19	O=C(Sc1ccccc1C(=S)S)c1ccccc1	97.2	116.9	109.6	110.4
20	Cc1ccc(OCC(=O)Nc2ccc(N3CCN(C(=O)c4ccco4)CC3)cc2)cc1	104.8	104.1	98.1	108.5
21	CC(=O)OCC1O[C@@H](Oc2ccc3c(C)cc(=O)oc3c2C(C)=O)C(OC(C)=O)[C@@H](OC(C)=O)[C@H]1OC(C)=O (stereo partly drawn)	124.0	127.8	nt	107.5
22	O=c1[nH]c2nc(Cl)nc(Cl)c2[nH]1	108.0	115.7	101.5	100.0
23	Cc1ccc(N(C(=O)C2CC2c2ccc(F)c(F)c2)C(C(=O)NCCN2CCOCC2)c2ccc(F)cc2)cc1 (stereo not drawn)	96.7	111.2	95.6	102.9
24	CC12CC[C@@H]3[C@]4(C)COC(c5cn[nH]c5-c5ccc(F)cc5)O[C@@H]4CC[C@@]3(C)[C@@H]1CC(C1=CCOC1=O)O2 (stereo partly drawn)	90.3	105.0	72.7	106.5

no.	A498	CAKI-1	ACHN	OVCAR-3
17	104.7	77.6	102.4	107.2
18	107.5	90.4	102.1	103.8
19	109.7	nt	102.1	99.1
20	89.5	84.5	98.2	102.2
21	99.6	105.7	109.1	112.4
22	82.0	97.6	93.8	94.1
23	nt	94.8	103.0	104.1
24	132.3	73.1	85.9	98.0

Down the list, as entered above.
CAKI-1 for entries 19–22: nt, 84.5, 105.7, 97.6
RXF 393 for entries 19–22: 116.9, 104.1, 127.8, 115.7
OVCAR-5 for entries 19–22: 110.4, 108.5, 107.5, 100.0

Carrying on:
no.	canonical_smiles	OVCAR-8	RXF 393	OVCAR-4	OVCAR-5
25	COc1ccc(Nc2ncc3c(n2)CCc2cnc(Nc4ccc(OC)cc4)nc2-3)cc1	77.3	69.7	78.6	92.4
26	Fc1ccc(CCOc2cccc(CNCc3ccncc3)c2)cc1	95.8	88.4	89.3	95.7
27	CCCN(CCC)OS(=O)c1ccc(COCOc2ccc(OS(=O)N(CCC)CCC)cc2)cc1 (stereo not drawn)	96.0	103.6	106.3	105.7
28	OC1(c2cccc3ccccc23)c2ccccc2-c2ccccc21	99.8	98.7	96.3	107.0
29	CC(C)(C)OC(=O)NC(=NCCC[C@H](NC(=O)OC(C)(C)C)C(=O)NCCCCCCNC(=O)OCc1ccccc1)NC(=O)OC(C)(C)C	84.3	71.5	59.8	82.6
30	COC(=O)Nc1ccc(-c2nc(-c3cccc(OCCN4CCOCC4)c3)c(-c3ccnc(Br)c3)[nH]2)cc1	60.4	19.2	70.0	85.3
31	CCOC(=O)c1ccc(NCn2nc(-c3cc(-c4ccccc4)nc4ccccc34)oc2=S)cc1	98.8	126.1	92.0	96.4
32	CCCNc1ccc(C2=NCCCN2)cc1	95.4	nt	100.4	101.3

no.	A498	CAKI-1	ACHN	OVCAR-3
25	81.1	42.7	45.4	85.7
26	nt	69.3	90.9	88.5
27	87.9	84.7	99.0	110.0
28	87.3	105.1	101.2	105.0
29	54.9	nt	80.8	88.6
30	87.4	68.3	83.7	76.5
31	70.0	85.7	94.0	95.1
32	71.7	101.1	102.1	99.2

(continued)
no.	canonical_smiles	OVCAR-8	RXF 393	OVCAR-4	OVCAR-5
33	O=C(CCc1nnc2sc(/C=C\c3ccccc3)nn12)c1nc2ccccc2[nH]1	92.7	107.5	nt	115.7
34	O=C(Nc1ccc(OCc2nnc(-c3ccc(Cl)cc3)o2)c(F)c1)c1ccc(Cl)c(C(F)(F)F)c1	59.6	52.5	53.1	82.0
35	CCOC(=O)C1=C(NCc2ccccc2)S(=O)c2cc(OC)ccc21 (stereo not drawn)	99.9	94.3	100.7	99.9
36	Cn1c(=O)c(C#N)c(-c2ccco2)n2c(S(=O)(=O)Cc3ccccc3)nnc12	48.9	91.0	81.9	99.3
37	COc1ccc([N+](=O)[O-])c(C)n1	116.0	114.9	97.4	110.5
38	COc1ccc(/C=N\NC(=O)c2ccncc2)cc1	102.1	nt	103.7	115.3
39	CCOC(=O)Cc1csc2nc(-c3ccccc3)cn12	102.1	103.8	92.5	126.7
40	COc1ccc(NC(=O)Cn2c(Br)nc3c2c(=O)n(C)c(=O)n3C)cc1	103.0	111.4	111.4	103.6

no.	A498	CAKI-1	ACHN	OVCAR-3
33	65.2	93.4	99.5	114.9
34	65.2	64.5	46.1	64.2
35	74.6	91.5	97.9	100.9
36	84.8	82.4	65.9	102.8
37	120.9	88.2	111.6	105.3
38	74.9	88.1	106.5	108.7
39	107.2	90.5	116.2	118.7
40	100.4	98.7	101.5	109.5

Continuation:
no.	canonical_smiles	OVCAR-8	RXF 393	OVCAR-4	OVCAR-5
41	Oc1ccc(Nc2ccnc3cc(Cl)ccc23)cc1	122.5	nt	78.1	162.0
42	COc1cccc2ncc(C)c(=O)n12	102.1	110.4	117.5	107.9
43	CCCCOC(=O)Cn1c(=O)c2nc3cc(-c4ccc(F)cc4)oc3nc2n(C)c1=O	103.2	110.9	96.1	99.5
44	COC(=O)/C(CCC=C(C)C)=C1\[C@@H](OC(C)=O)C[C@@]2(C)[C@H]1C[C@@H](O)[C@H]1[C@@]3(C)CC[C@H](NCCCNCCCCN)[C@@H](C)[C@@H]3CC[C@@]12C	91.0	90.5	96.7	101.7
45	COc1ccc(C2c3sc4c(Br)cccc4c3Oc3ncnc(N)c32)cc1 (stereo not drawn)	88.8	68.4	84.4	89.4
46	COc1cc2c(C)cc(=O)oc2cc1O	102.9	106.0	106.6	109.0
47	CC(=O)Oc1ccc(N=C2NC(=O)S/C2=C\N2N=C(c3ccc(F)cc3)CC2c2ccc(F)cc2)cc1 (stereo not drawn)	99.6	115.2	110.9	105.8
48	CC(C)(C)c1cc(-c2nc3ccc(N4CCN(S(C)(=O)=O)CC4)cc3[nH]2)cc(C(C)(C)C)c1O	78.9	92.6	88.6	104.6

no.	A498	CAKI-1	ACHN	OVCAR-3
41	78.2	78.7	86.5	99.1
42	118.1	nt	105.9	108.5
43	103.8	99.1	98.2	108.0
44	100.6	95.4	95.4	94.2
45	89.4	61.9	79.6	85.6
46	93.1	95.8	109.3	109.7
47	nt	84.4	99.7	104.1
48	99.4	75.5	72.4	98.8

(further entries)
no.	canonical_smiles	OVCAR-8	RXF 393	OVCAR-4	OVCAR-5
49	COc1ccc(Cn2cc3c(c2-c2ccccc2)CCCc2cnoc2-3)cc1OC	92.3	97.3	78.9	102.3
50	O=C1NN(C(=S)N/N=C/c2ccc(Cl)cc2)C(=O)C2C=CC=CC12 (stereo not drawn)	81.7	nt	83.7	88.6
51	COc1ccc(CC(=O)O)cc1	104.0	109.9	103.9	108.2
52	COc1ccc(S(=O)(=O)NCCCNc2nccc(-n3ccc4cccnc43)n2)cc1	92.7	95.5	81.5	100.1
53	COc1cc(-c2nc(C(=O)Nc3cccc(F)c3F)nn2-c2ccc(F)c(F)c2)cc(OC)c1OC	82.6	70.8	57.5	93.0
54	CC1(c2ccccc2)CC(c2ccccc2)=C(C#N)C(=O)N1 (stereo not drawn)	103.6	130.1	98.4	100.2
55	NC1=C(Cl)C(=O)C(N)=C(Cl)C1=O	89.3	82.8	109.1	106.2
56	Cc1nc2ccc(Nc3nc(Nc4ccc(F)cc4)nc(N4CCCCC4)n3)cc2n1Cc1ccccc1	93.1	86.2	116.4	101.7
57	N#CC1=C(N)Oc2cc(O)ccc2C1c1cccnc1 (stereo not drawn)	104.1	110.9	94.0	96.4

no.	A498	CAKI-1	ACHN	OVCAR-3
49	67.8	85.2	95.8	nt
50	98.4	87.9	66.4	84.9
51	90.3	97.7	105.8	120.8
52	87.5	69.6	94.6	98.8
53	41.6	nt	71.2	86.1
54	89.1	86.5	98.7	96.5
55	89.2	122.7	69.4	110.4
56	75.1	98.5	96.4	99.2
57	95.1	nt	99.7	98.2

Five compounds from above with just OVCAR-3, A498 and OVCAR-8:
entry | SMILES | OVCAR-3 | A498 | OVCAR-8
51 | COc1ccc(CC(=O)O)cc1 | 120.8 | 90.3 | 104.0
52 | COc1ccc(S(=O)(=O)NCCCNc2nccc(-n3ccc4cccnc43)n2)cc1 | 98.8 | 87.5 | 92.7
53 | COc1cc(-c2nc(C(=O)Nc3cccc(F)c3F)nn2-c2ccc(F)c(F)c2)cc(OC)c1OC | 86.1 | 41.6 | 82.6
54 | CC1(c2ccccc2)CC(c2ccccc2)=C(C#N)C(=O)N1 (stereo not drawn) | 96.5 | 89.1 | 103.6
55 | NC1=C(Cl)C(=O)C(N)=C(Cl)C1=O | 110.4 | 89.2 | 89.3
